Source: PubChem BioAssay
ALOX12 inh: blocks human arachidonate 12S-lipoxygenase; AID 1671190; Potency, µM (highest dose often 108 µM), inactives show top-dose activity change, negative = inhibition, hits mostly inhibitors; P18054; actives 1.1% (n = 580,000); purified 12hLO, xylenol orange hydroperoxide absorbance; active means well fitted inhibition curve with a large enough effect; inconclusive means small, poorly fitted or top-dose-only effect, or another doubt; inactive means no such curve, though single readings can be large or run the other way
Target sequence (P18054 whole entry, looked up): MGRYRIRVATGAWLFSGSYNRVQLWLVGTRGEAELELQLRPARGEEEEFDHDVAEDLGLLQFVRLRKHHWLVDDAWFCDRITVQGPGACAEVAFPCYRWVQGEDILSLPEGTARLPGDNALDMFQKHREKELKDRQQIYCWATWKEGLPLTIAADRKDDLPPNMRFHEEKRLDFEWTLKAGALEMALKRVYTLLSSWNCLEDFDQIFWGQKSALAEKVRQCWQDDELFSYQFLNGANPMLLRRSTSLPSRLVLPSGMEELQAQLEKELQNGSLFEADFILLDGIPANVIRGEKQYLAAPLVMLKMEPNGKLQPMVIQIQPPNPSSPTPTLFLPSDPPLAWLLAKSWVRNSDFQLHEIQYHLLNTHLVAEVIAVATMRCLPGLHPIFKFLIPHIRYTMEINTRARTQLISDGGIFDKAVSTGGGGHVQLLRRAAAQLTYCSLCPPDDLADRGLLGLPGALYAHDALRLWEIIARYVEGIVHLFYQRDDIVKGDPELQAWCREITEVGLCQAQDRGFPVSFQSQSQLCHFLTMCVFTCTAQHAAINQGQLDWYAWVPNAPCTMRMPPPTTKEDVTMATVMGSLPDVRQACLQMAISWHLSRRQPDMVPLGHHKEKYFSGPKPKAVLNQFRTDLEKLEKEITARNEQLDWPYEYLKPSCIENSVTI
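Purified human 12hLO at 150 nM in 25 mM Hepes, 0.01% Triton X-100, pH 7.0, preincubated 15 min at room temperature with compound. Reaction started with 40 uM arachidonic acid, 30 min at room temperature. Hydroperoxide measured by Fe-xylenol orange, 573/405 nm absorbance ratio.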
The depositor's hits bear a star; ? = inconclusive; & = joins results of further samples; [ ] = dose if it differs, or a comment. On the % scale 0 is the no-effect control and ±100 the full control effect; potency means the concentration at half of the fitted maximal effect. The list is partial; count on the stated rates, not on these rows.

ALOX12 inh,canonical_smiles
?,CC(=O)N1CCC(c2nc(-c3nnn4c3COC(c3ccc(Cl)cc3)C4)no2)CC1 (stereo unspecified)
6.1%,O=C(NCc1ccco1)N[C@@H]1[C@@H](Cc2ccccc2)[C@H]2OCC[C@@H]12
0.9%,NCCn1cc(C(=O)N2CCC(Oc3ccncc3)CC2)nn1
11.7%,COc1ccc2nc(C[C@@H]3C[C@@H](C(C)C)[C@H](CNC(=O)[C@@H]4CCCC[C@@H]4C(=O)O)C=C3C)[nH]c2c1
-12.3%[176 µM],CN1CCC(CN2CCC3(CC2)COCCN3C(=O)c2ccccc2)CC1
-3.5%,O=C(NCCCN1CCCC1=O)C1Cn2cccc2C(=O)N1Cc1ccccc1 (stereo unspecified)
-5.4%,COC(=O)[C@]12C[C@H](CC(=O)N3CCN(C(=O)C4CC4)CC3)C(=O)N(Cc3ccccc3)C1=C[C@H](C(C)(C)C)O[C@@H]2C
3.2%,COc1cc(/C=C/C(=O)O[C@H]2CC[C@]34C[C@]35CC[C@]3(C)[C@@H]([C@H](C)CCC=C(C)C)CC[C@@]3(C)[C@@H]5CC[C@H]4C2(C)C)ccc1O
22.8%,CC(C)CCNC(=O)N1c2ccccc2CC1c1noc(C2CCOCC2)n1 (stereo unspecified)
-3.8%,CS(=O)(=O)N(Cc1cccnc1)C1CN(C(=O)Nc2ccc3c(c2)OCCO3)C1
14.4%,COc1ccc(C(=O)N2CC(c3nc(CCN(C)C(=O)C4CC4)no3)C2)c(OC)n1
?,O=C(COc1ccc(Cl)cc1)N1CCC(c2n[nH]c(=O)n2Cc2ccc(F)cc2)CC1
-6.2%,C[C@]1(CO)[C@H]2Cc3sc(NC(=O)c4ccnc(Cl)c4)nc3[C@@H](CC(=O)NCc3ccco3)[C@]2(C)CC[C@H]1O
15.5%,COc1ccc(C(=O)N2CCCC(c3nc(-c4cccnc4)no3)CCNC(=O)CC2)c(OC)c1 (stereo unspecified)
28.2%,CC(=O)Nc1ccc(-c2ccc(=O)n3c2[C@@H]2C[C@@H](CN(C(=O)Nc4cccc(C#N)c4)C2)C3)cc1
15.9%,Cc1ccccc1C(=O)N1C[C@@H](F)C[C@H]1C(=O)N1CCCCC1
80.3%[activator],NC(=O)COC[C@@H]1CN(CC2CCCCC2)C[C@H]1c1ccncc1
-3.5%,O=[N+]([O-])c1ccccc1-c1cc(-c2ccccc2[N+](=O)[O-])on1
56.0%[activator],CC1(C)CC(NC(=O)C2CCN(c3nc(-c4ccccc4)nc4c3CCC4)CC2)CCO1 (stereo unspecified)
41.5%[activator][176 µM],COC(=O)c1cn([C@H]2CO[C@H]3[C@@H]2OC[C@@H]3NC(=O)c2ccc(C)cc2)nn1

Remaining list, next part:
ALOX12 inh,canonical_smiles
83.9%[activator],O=C(CCc1ccccc1)N1CCCC(CN2CCCC2)CC1 (stereo unspecified)
10.9%,CN(CC1CCOCC1)S(=O)(=O)c1cccc(F)c1
73.2%[activator],O=C1N(C2CCN(Cc3ccccn3)CC2)C(c2ccncc2)C12CCCCC2 (stereo unspecified)
1.4%,CCCNC(=O)N1CCC(Oc2ccccc2-c2nc(-c3ccncc3)no2)C1 (stereo unspecified)
47.4%[activator],Cc1ccc(CNC(=O)c2noc(-c3ccc(F)cc3)n2)cc1
36.2%[activator],C=CCNC(=O)CCc1c(C)nn(-c2ccc(F)cc2)c1Oc1ccccc1OC
53.6%[activator],Cc1ccc(OCC(=O)NCC2Cn3cccc3C(=O)N2C)cc1 (stereo unspecified)
8.0%,O=S(=O)(Nc1cccn2ncnc12)c1ccc(C2CCCCC2)cc1
-11.5%,Cc1csc(NC(=O)C2CC(=O)N(c3n[nH]c4cccc(F)c34)C2)n1 (stereo unspecified)
27.1%[176 µM],COCCn1cnc2ccc(N3CCCC3)nc2c1=O
?,Cc1ccc(CNC(=O)c2ccc3c(c2)N(C)C2CCCCCN2C3=O)cc1C (stereo unspecified)
51.8%[activator][176 µM],O=C(NCC1(COc2ccccc2)C[C@@H](O)[C@@H](O)C1)C1CCCC1 (stereo partly specified)
7.9%[176 µM],O=C1NC(C(=O)N2CCOCC2)CN1Cc1ccccc1 (stereo unspecified)
9.3%,Cc1cc(N2C[C@H](NC(=O)CN3CC(=O)NC3=O)[C@@H](C3CC3)C2)ncn1
17.9%,CSc1ccc2cc(CN(C)CCO)c(-c3ccc(Cl)cc3)nc2c1
12.4%,CC(NC(=O)c1ccc(-c2ccc(N3CCCCCC3)nc2)cc1)c1cccnc1 (stereo unspecified)
61.6%[activator],CN(C)C[C@@H]1CN(c2ccncn2)C[C@H]1NC(=O)COc1ccc(Cl)cc1
-3.2%,COCCN1C(=O)c2cccn2CC1CNC(=O)Cc1cccc(OC)c1 (stereo unspecified)
-17.6%[6.33 µM],CN1CC(=O)N(C2CCCNCC2)Cc2c1ncnc2N1CCSCC1 (stereo unspecified)
16.0%,Cc1cc(CN(C)C(=O)CC(c2ccccc2)c2ccccc2C)n[nH]1 (stereo unspecified)

No new results follow: an excerpt of the list.
ALOX12 inh,canonical_smiles
53.6%[activator],Cc1ccc(OCC(=O)NCC2Cn3cccc3C(=O)N2C)cc1 (stereo unspecified)
8.0%,O=S(=O)(Nc1cccn2ncnc12)c1ccc(C2CCCCC2)cc1
-11.5%,Cc1csc(NC(=O)C2CC(=O)N(c3n[nH]c4cccc(F)c34)C2)n1 (stereo unspecified)
27.1%[176 µM],COCCn1cnc2ccc(N3CCCC3)nc2c1=O
?,Cc1ccc(CNC(=O)c2ccc3c(c2)N(C)C2CCCCCN2C3=O)cc1C (stereo unspecified)
51.8%[activator][176 µM],O=C(NCC1(COc2ccccc2)C[C@@H](O)[C@@H](O)C1)C1CCCC1 (stereo partly specified)
7.9%[176 µM],O=C1NC(C(=O)N2CCOCC2)CN1Cc1ccccc1 (stereo unspecified)
9.3%,Cc1cc(N2C[C@H](NC(=O)CN3CC(=O)NC3=O)[C@@H](C3CC3)C2)ncn1
17.9%,CSc1ccc2cc(CN(C)CCO)c(-c3ccc(Cl)cc3)nc2c1
12.4%,CC(NC(=O)c1ccc(-c2ccc(N3CCCCCC3)nc2)cc1)c1cccnc1 (stereo unspecified)
61.6%[activator],CN(C)C[C@@H]1CN(c2ccncn2)C[C@H]1NC(=O)COc1ccc(Cl)cc1
-3.2%,COCCN1C(=O)c2cccn2CC1CNC(=O)Cc1cccc(OC)c1 (stereo unspecified)
-17.6%[6.33 µM],CN1CC(=O)N(C2CCCNCC2)Cc2c1ncnc2N1CCSCC1 (stereo unspecified)
16.0%,Cc1cc(CN(C)C(=O)CC(c2ccccc2)c2ccccc2C)n[nH]1 (stereo unspecified)

More structures
ALOX12 inh,canonical_smiles
12.2%,Cc1ccc(Cn2ccn3nc(-c4ccccc4)c(CO)c3c2=O)cc1
71.3%[activator],N#Cc1cccc(C(=O)N2CCC3(CC2)CN(C2CCC2)CC3CO)c1 (stereo unspecified)
2.4%,O=C(c1ccc(F)cc1)N1CCN(c2cc(-c3ccc(F)cc3)[nH]n2)CC1
6.6%,COCCN1Cc2ccc(Nc3ccc(OC)cc3)nc2C(C)(C(=O)Nc2ccccc2)C1 (stereo unspecified)
115.4%[activator],Cc1ccc2c(C(=O)N3CCN(C4CCCCC4)CC3)cc(NC(=O)C3CCC3)cc2n1
14.9%,CN1CCCCC(CC(=O)O)C1=O (stereo unspecified)
11.2%,Cc1nc(CN2CCN(C(=O)CC3COCCN3)CC2)cs1 (stereo unspecified)
-1.4%,CC(C)C(=O)Nc1ccc(C2(C(=O)N(C)C)CCC2)cc1
48.7%[activator],CCN(CC)C(=O)CCc1c(C)nn(-c2ccc(F)cc2)c1Oc1ccccc1C
6.2%,O=C(NCC1CCN(c2cc(-c3ccc(Cl)cc3)[nH]n2)CC1)c1ccc[nH]1
?,COc1ccc(CCC(=O)N2CCC(c3n[nH]c(=O)n3-c3ccccc3)CC2)cc1
1.0%,NC(=O)N1CCCC1C(=O)N1CCC(c2[nH]ncc2-c2cccc(F)c2)CC1 (stereo unspecified)
-27.6%,COc1ccc(NC(=O)[C@@H]2C[C@@H](c3ccc(F)cc3)N([S+](=O)([O-])c3ccccc3)C2)c(C)c1
3.5%,COCCNC(=O)[C@H]1C[C@H](Oc2ccccc2)CN1Cc1cccc(F)c1
8.7%,Cc1noc(C)c1Cc1ccc(C(=O)N2CCc3c(nc4cc(-c5ccccc5)[nH]n4c3=O)C2)o1
-12.9%,COc1cccc(C(=O)N[C@H](C(=O)N2CCC[C@H]2C(=O)NCc2ccccc2)C(C)C)c1
-17.7%,COc1cccc(CNC(=O)[C@H]2CCCN2C(=O)[C@H]2CCCN2C(=O)c2ccc(F)c(F)c2)c1
109.2%[activator][176 µM],COc1ccccc1-c1nnc([C@H]2CCN(Cc3ncc[nH]3)C2)o1
15.6%,COc1ccc(C(=O)C2CCCN(Cc3csc(C(C)=O)c3)C2)c(OC)c1 (stereo unspecified)
?,O=C1Nc2ccccc2C12CCN(Cc1ccc(F)cc1)C2 (stereo unspecified)

(listing goes on)
ALOX12 inh,canonical_smiles
?,O=C(O)c1ccc([S+](=O)([O-])N2CC(COc3ccccc3)C3(CN(c4ccccc4)C3)C2)cc1 (stereo unspecified)
13.3%,O=C(CCC[C@@H]1[C@H]2CCCN3CCC[C@@H](CN1C(=O)c1ccsc1)[C@@H]23)N1CCOCC1
23.2%,COCCNC(=O)c1noc(-c2ccc[nH]c2=O)n1
11.9%,O=C(NC1CCCN(c2nc3ncccc3o2)C1)c1cccc(Cl)c1 (stereo unspecified)
46.6%[activator][176 µM],COC(=O)[C@@H]1Cc2ncn(Cc3ccccc3)c2CN1S(=O)(=O)Cc1ccccc1
4.1%[176 µM],Cc1cccc2c1nc1n2[C@@H](CNC(=O)c2ccc3c(c2)OCO3)COC1
19.0%,CCc1nc2c(c(-c3ccc(Cl)cc3)n1)CN(Cc1ccc(C)cc1)CC2
72.2%[activator],CCN(Cc1nc2ccccc2[nH]1)CC1CCCN(CCc2cccc(F)c2)C1 (stereo unspecified)
10.8%[176 µM],COc1ccc(CN2CCC[C@H]2c2nc(-c3ccc(N(C)C)nc3)no2)c(O)c1
?,COc1ccc2c(c1)CCc1c-2n[nH]c1C(=O)N1CCc2c(nc3cc(-c4ccccc4)[nH]n3c2=O)C1
?,Cc1noc(-c2cn(C3CCCN(C(=O)c4cccc5[nH]ccc45)C3)nn2)n1 (stereo unspecified)
-10.3%[176 µM],O=C1CCCN1CCCN1C(=O)[C@@H]2C[C@@H](O)CN2C2(CN(C3CCOCC3)C2)C1=O
1.8%,COc1cccc(CNc2ncncc2-c2nc(-c3ccccc3)no2)c1
-3.8%,O=C(c1ccc(C2CCCNC2)cc1)N(Cc1ccccn1)C1CCCCC1 (stereo unspecified)
60.7%[activator],Cc1ccc(C(=O)N2CCCCCNC(=O)[C@@H]3CCCC[C@@H]32)s1
45.9%[activator],Cc1nc([C@@H]2CN(Cc3ccccc3)C[C@H]2C(N)=O)n[nH]1
25.6%,CCc1nc2c(c(-c3ccc(O)cc3)n1)CN(Cc1ccc(OC(F)(F)F)cc1)CC2
18.1%,O=C(C1CCC1)N1CCC(n2cc(-c3nc(-c4ccccc4)no3)nn2)CC1
-6.9%,O=C(NCCCN1CCCC1=O)C1CN(S(=O)(=O)c2ccccc2)CC12CCCCC2 (stereo unspecified)
-10.6%,Cc1cc(=O)n(CC(=O)Nc2cc(F)ccc2F)c(N2CCc3ccccc3C2)n1

Next entries follow.
ALOX12 inh,canonical_smiles
6.3%[176 µM],O=CN1CCCCC1
12.6%&-1.8%[176 µM],Cc1cc(OC2CN([S+](=O)([O-])c3cccs3)C2)ccc1F
-3.2%,O=C(Cc1cccc(Cl)c1)N1CCn2c(nnc2-c2ccccc2)C1
?,CNC(C)c1ccccn1 (stereo unspecified)
29.3%,CN(C(=O)CN1C(=O)NC2(CCS(=O)(=O)CC2)C1=O)c1ccccc1
3.1%[12.5 µM],O=Cc1ccc(-c2cccc(O)c2)cc1
0.9%,C[C@@]12C[C@@H]3C(=O)N(Cc4ccccc4)CC(=O)N3[C@@H]1N(S(=O)(=O)c1ccccc1)c1ccccc12
17.4%,O=C(COc1ccc(F)cc1)N1CCCC(Cc2noc(-c3ccccn3)n2)C1 (stereo unspecified)
42.5%[activator],O=C(CC1CCCC1)N1CCC2(CC1)CC(N(C(=O)c1ccccc1)C1CC1)CCO2 (stereo unspecified)
?,Cc1ccc(NC(=O)CCC2CCN(S(=O)(=O)c3ccccc3C)CC2)cc1F
44.9%[activator],NCC(=O)N1Cc2ccccc2CC2(CCN(CC3CCOCC3)C2)C1 (stereo unspecified)
9.8%[176 µM],O=c1cc(N2CCOCC2)oc2c(-c3ccccc3F)nccc12
16.2%,O=C(Cc1ccc(F)cc1)N1CCCC(c2nn(-c3ccc(F)cc3)c(=O)[nH]2)C1 (stereo unspecified)
2.0%[6.33 µM],O=C(C1CCCC1)N1Cc2ccccc2CC2(CCCN2Cc2cccnc2)C1 (stereo unspecified)
10.5%,COCCNC(=O)[C@@H]1C[C@H](Oc2ccccc2)CN1C(=O)CC1CCCC1
35.5µM*,CCOC(=O)c1oc2ccc(S(=O)(=O)NCC3Cn4cccc4C(=O)N3C)cc2c1C (stereo unspecified)
-27.5%,CN1c2cc(C(=O)Nc3ccc(C#N)cc3)ccc2C(=O)N2CCCCC21 (stereo unspecified)
61.9%[activator][176 µM],COCC(=O)N1CCCC2(Cc3ccccc3NC2=O)C1 (stereo unspecified)
9.1%,O=C(c1ccccc1C(F)(F)F)N1CC2ON=C(c3c(F)cccc3Cl)C2C1 (stereo unspecified)
24.3%,Cc1nc2ccc(C(=O)N[C@@H]3CCOC[C@H]3Oc3ccccn3)cc2s1
